Bioassay records (PubChem BioAssay)
Wnt bcat act = activators of Wnt/beta-catenin signaling | Wnt/beta-catenin reporter cell assay, activator, plate reader | activation, % at 9.35 µM | 1.2% of 300,000 active | AID 743398; in the data active means activation above about 30%, passing the limit was not always enough;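 further: 0% = neutral control wells and 100% = positive control wells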
Active calls of the source: *. Only part of the results is shown (hit frequency here may not be typical).

SMILES	Wnt bcat act
CC1(C(=O)NCCC#N)CCN1C(=O)C1(c2ccccc2)CC1 (centres undefined)	-2.1
O=C(c1cc(C2CC2)nn1-c1ccccc1)N1CCN(S(=O)(=O)c2ccccc2F)CC1	-1.1
Cn1c(NCc2ccncc2)nc2cc(-c3ccsc3)sc2c1=O	0.4
COc1ccc(CC(=O)N/N=C/C=C/c2cccc([N+](=O)[O-])c2)cc1OC	24.6
C#CCNC(=O)c1ccc2sc([C@@H]3O[C@H](CO)[C@H](O)[C@H](O)[C@H]3O)nc2c1	-1.4
CC1(C(=O)NS(=O)(=O)c2ccccc2Cl)CCN1C(=O)C/C=C/c1ccccc1 (centres undefined)	1.5
O=C(Nc1cccc(C(F)(F)F)c1)C1CC(=O)N(Cc2ccco2)C1 (centres undefined)	0.5
CCn1cc(CN2CCCC(C(=O)Nc3cccc(-n4cccn4)c3)C2)cn1 (centres undefined)	-3.7
COC(=O)c1cc2c(c3c4cc(C)ccc4n(S(=O)(=O)c4ccc(OC)cc4)c13)C(=O)N(Cc1ccccc1OC)C2	-3.8
CC(C)Oc1ccc(F)cc1-c1cc(C(=O)Nc2ccc(C(C)(C)C)cc2)[nH]n1	-1.3
COc1cccc(C(C)(O)c2nc(-c3cccc(C(F)(F)F)c3)cs2)c1 (centres undefined)	0.1
COc1cccc(-c2nc(-c3ccccn3)no2)c1	-27.5
CNc1ncnc2c1ncn2[C@H]1CN(CCOC)C[C@@H](CO)O1	-1.3
NC(=O)Cn1cc(C(=O)COc2ccccc2)c2ccccc21	0.3
CCOC(=O)C1=C[C@@H](C(C)(C)C)N(S(=O)(=O)c2ccc(C)cc2)[C@H]1c1ccccc1	-3.0
COC(=O)[C@]12CCCCC=C1N(Cc1cccc3ccccc13)C(=O)[C@H](CC(=O)NCCC(C)C)C2	-1.3
CC(C)Oc1cccc(C(=O)Nc2nnc([C@@H]3C[C@H](O)[C@@H](CO)O3)s2)c1	-2.5
Cc1cccc(C)c1NC(=O)CN1CCN(C/C=C/c2ccccc2)CC1	-2.0
CNc1cnc(-c2ccsc2)cn1	0.3
COc1cc(NC(=O)[C@H]2O[C@@H](n3ccc(N)nc3=O)[C@H](O)[C@@H]2O)cc(OC)c1OC	-4.0
COc1ccccc1-c1cccc(-c2nc(C(=O)N3CCCCC3)cc3c2[C@@H](CCO)N(S(=O)C(C)(C)C)C3)c1 (some centres undefined)	-1.1
COC(=O)c1cc2c(c3c4cc(C)ccc4n(S(=O)(=O)c4cccc(C)c4)c13)C(=O)N(Cc1ccccc1OC)C2	0.6
CCC(=O)NC(c1cccs1)c1cc([N+](=O)[O-])c2cccnc2c1OC (centres undefined)	-3.4
COc1ccc(S(=O)(=O)NNC(=O)Nc2ccc(F)cc2)cc1	-1.2
CN1OC[C@@H]2CN(S(=O)(=O)c3cccc4ccccc34)[C@H](c3ccc(-c4cccnc4)cc3)C[C@@H]21	-1.0
CC(C)CCNC(=O)c1ccc(Cl)c(NC(=O)c2ccccc2F)c1	3.9
CCOC(=O)CC1(C)Oc2ccccc2N1S(=O)(=O)c1ccc(C)cc1 (centres undefined)	1.3
CCN(CC)C(=O)C1=C(C)N(Cc2ccc(OC)cc2)C(=O)C(CC(=O)NCCCN(C)C)C1 (centres undefined)	-1.6
COc1ccc(-c2csc(C(C)(O)c3ccc(OC)cc3)n2)cc1 (centres undefined)	-0.4
Cc1ccc(C=C2SC(=S)N(CCCC(=O)Nc3cccc(C(=O)O)c3)C2=O)cc1	-1.4

Taken from above.
COC(=O)c1cc2c(c3c4cc(C)ccc4n(S(=O)(=O)c4cccc(C)c4)c13)C(=O)N(Cc1ccccc1OC)C2 in Wnt bcat act is entered as 0.6
CN1OC[C@@H]2CN(S(=O)(=O)c3cccc4ccccc34)[C@H](c3ccc(-c4cccnc4)cc3)C[C@@H]21 in Wnt bcat act is entered as -1.0
COc1ccccc1-c1cccc(-c2nc(C(=O)N3CCCCC3)cc3c2[C@@H](CCO)N(S(=O)C(C)(C)C)C3)c1 (some centres undefined) in Wnt bcat act is entered as -1.1
CCOC(=O)CC1(C)Oc2ccccc2N1S(=O)(=O)c1ccc(C)cc1 (centres undefined) in Wnt bcat act is entered as 1.3
CC(C)CCNC(=O)c1ccc(Cl)c(NC(=O)c2ccccc2F)c1 in Wnt bcat act is entered as 3.9

(listing goes on)
SMILES	Wnt bcat act
O=C(N[C@H](C(=O)N1CCC[C@H]1C(=O)NCCc1ccccc1Cl)c1ccccc1)C1CC1	0.4
CC(C)c1ccc(CC(=O)N2CCC2(C)C(=O)NCC(C)(C)C)cc1 (centres undefined)	-6.1
COc1ccc(C(O)c2ncc(-c3ccccc3)[nH]2)c(OC)c1 (centres undefined)	0.6
CC(C)N1C(=O)C(=O)N(CC(=O)N2c3ccccc3CC2C)C1=O (centres undefined)	-2.3
O=C1NC[C@H](CCCCN2C[C@H](Cc3ccc(O)cc3)N(CC3CCCCC3)C(=O)C2=O)N(CC2CCCCC2)C1=O	-1.8
CCCCCCCCN1C(=O)[C@H](CC(=O)NCC23CC4CC(CC(C4)C2)C3)C[C@@]2(C(=O)OC)CCCCC=C12	-1.9
C[C@H]1CN([C@@H](C)CO)C(=O)CCCn2nncc2CO[C@@H]1CN(C)C(=O)c1ccncc1	-1.4
O=S(=O)(Nc1cccc(-c2nnco2)c1)c1ccc(F)cc1F	0.5
C[C@H](CO)N1C[C@H](C)[C@@H](CN(C)Cc2ccc(Oc3ccccc3)cc2)OCc2cnnn2CCCC1=O	-2.3
COC(=O)c1cc2c(c3c4ccccc4n(S(=O)(=O)c4cccc(C)c4)c13)C(=O)N(Cc1ccccc1)C2	-4.7
CC1=C(C(=O)N(C(C)C)C(C)C)CC(CC(=O)NCc2ccco2)C(=O)N1Cc1ccc(F)cc1 (centres undefined)	-1.5
CCOc1cc(/C=N/NC(=O)c2cc(-c3cccc(OC)c3)nc3ccccc23)ccc1O	2.3
CCOc1ccc(NC(=O)CSc2nc3nc4c(cc3c(=O)n2CC)COC(C)(C)C4)cc1	-1.1
COc1ccc(-c2coc3c(C(=O)NCCN(C)C)cccc23)c(C)c1	-3.1
CNc1cnc(-c2ccccc2OC)cn1	1.3
CCCNC(=O)C1(C)CCCN(Cc2cccc3ccccc23)C1 (centres undefined)	-0.4
CCCC(C(=O)NC(C)(C)C)N(Cc1ccccc1)C(=O)c1snc(C(N)=O)c1N (centres undefined)	-15.6
COc1ccc(C(O)c2nc(-c3ccc(OC)c(OC)c3)cs2)cc1 (centres undefined)	-0.9
CC(C)(C)C(=O)c1c(N)[nH]c(C(=O)c2ccccc2)c1-c1ccc(Cl)cc1Cl	-0.5
O=C(NCc1ccccc1)c1cc(C2CCCN(C(=O)c3cccs3)C2)on1 (centres undefined)	-2.4
CC1(C)OCC(N)(CO)CO1	0.1
O=C(CN1CCN(C(=O)c2ccc(-c3nc4ccccc4s3)o2)CC1)Nc1cccc(F)c1	-2.3
CC(C)CC1NC(=O)c2cc3ccccc3cc2-n2c1nc1ccc(F)cc1c2=O (centres undefined)	-1.1
Cc1cccc(N(C)c2cc(-c3ccc(F)cc3)nc3ccnn23)c1	-12.8
CCOc1ccc(C(=O)CCC(=O)NCC(=O)Nc2ccc(F)c(F)c2F)cc1	-0.7
CNc1ncnc2c1ncn2[C@H]1CN(Cc2ccc(F)cc2)C[C@@H](CO)O1	0.3
CC(C)NC(=O)C1Cc2c(-c3ccccc3Oc3ccccc3)ccnc2O1 (centres undefined)	-0.6
Cc1ccc(/C=C/C(=O)N(Cc2cccs2)C2CCS(=O)(=O)C2)cc1 (centres undefined)	-0.7
CC1(Oc2ccccc2-c2ccn[nH]2)CCN(Cc2ccc(OC(F)(F)F)cc2)C1 (centres undefined)	-5.7
CCN(CC)CCN(C)C(c1ccnc2ccccc12)c1nnnn1-c1ccc2c(c1)OCCO2 (centres undefined)	-2.4
CCc1nc2c(OCCn3cccc3)cccn2c1N(C)C(=O)c1ccccc1F	-0.7
CCCc1nc2c(C)cc(Br)cn2c1Cc1ccccc1	-2.3
CN(c1ccccc1)c1ncccn1	9.5
CCc1nc2ccc(C(=O)NCCCN3CCCC3=O)cn2c1N(CC)CCOC	-1.1
O=C(NN=Cc1ccc2c(c1)CCC2)c1cccc([N+](=O)[O-])c1	16.3
Cc1ccc(Cc2c(-c3ccc(Cl)cc3)nc3cc(C)c(Br)c(C)n23)cc1	-2.6
c1ccc(C2=Nn3c(Cn4nnc5ccccc54)nnc3SC2)cc1	7.1
O=S1(=O)CC(N2CCN(c3ccccn3)CC2)CN1Cc1ccccc1 (centres undefined)	-0.8
COC(=O)[C@]12C[C@H](CC(=O)NCC3CCCCC3)C(=O)N(Cc3ccccc3)C1=C[C@H](C1CCCC1)O[C@@H]2C	-1.6
O=C(Nc1ncnc2c1ncn2[C@@H]1O[C@H](/C=C/C(=O)N2CCN(c3ccc(F)cc3)CC2)[C@@H](O)[C@H]1O)c1ccccc1	-5.1
COC(=O)[C@]12CCCCC=C1N(CCC1=CCCCC1)C(=O)[C@H](CC(=O)NCCC(C)C)C2	-0.1
OC(c1cccc(Cl)c1)c1ncc(-c2cccc(C(F)(F)F)c2)[nH]1 (centres undefined)	-2.1
CCCNC(=O)C1(C)CCCN(Cc2c(F)cccc2F)C1 (centres undefined)	-1.6
COc1ccc(C(=O)NCc2ccc(C)cc2)cc1S(=O)(=O)N1CCOCC1	-1.4
CCNC(=O)C1(C)CCN(C(=O)c2cccc(C(F)(F)F)c2)C1 (centres undefined)	-1.0
CCCCNC(=O)C(NC(=O)c1cccs1)C(=O)c1ccccc1 (centres undefined)	3.3
O=c1c(OCc2ccccc2)cccn1Cc1ccccc1	28.1
C[C@H]1Cn2cnc(C(=O)N3CCN(C(=O)OC(C)(C)C)CC3)c2C(=O)N1	-2.6
COCOCCn1cc(CN2CCS(=O)(=O)N(Cc3ccc(-c4ccccc4)cc3)C(C(C)C)C2=O)nn1 (centres undefined)	-3.2
CCc1nc2ccc(C(=O)Nc3cc(-c4ccccc4)ccc3OC)cn2c1N(C)C(=O)c1cccc(OC)c1	-3.0

2 of these compounds, reformatted.
O=c1c(OCc2ccccc2)cccn1Cc1ccccc1
  Wnt bcat act = 28.1

C[C@H]1Cn2cnc(C(=O)N3CCN(C(=O)OC(C)(C)C)CC3)c2C(=O)N1
  Wnt bcat act = -2.6

(listing goes on)
SMILES	Wnt bcat act
C[C@H](CO)N1C[C@H](C)[C@@H](CN(C)C(=O)c2ccccc2)Oc2cc(C#C[C@@H](C)O)ccc2S1(=O)=O	-2.3
COc1ccc2c([N+](=O)[O-])c(N3CCOCC3)[nH]c2c1	-2.6
CC(=O)N1CCc2c(sc(NC(=O)c3ccc(S(=O)(=O)N(C)CC4CCCO4)cc3)c2C(N)=O)C1 (centres undefined)	-0.8
COc1ccccc1C1SCCN1S(=O)(=O)c1ccccc1 (centres undefined)	-2.3
CCOC(=O)C1=CCN(S(=O)(=O)c2ccc(F)cc2)C1c1ccc(Cl)c(Cl)c1 (centres undefined)	-1.0
Cc1ccc(F)c(S(=O)(=O)NC(=O)C2(C)CCN2C(=O)CCc2cccs2)c1 (centres undefined)	0.1
CC(C)C[C@H]1COc2cc(N3CCOCC3)ccc2S(=O)(=O)N1	-1.5
CCOC(=O)CNC(=O)CNC(=O)c1ccc(OC(C)C)cc1	3.6
CCOC(=O)C1(C)CCN1C(=O)Cc1ccc(OC)cc1 (centres undefined)	-3.8
O=C(O)C(=Cc1ccc([N+](=O)[O-])cc1)c1ccccc1	1.7
CC(C)(C)Cc1c(-c2ccc(F)cc2)nc2ccc(Cl)cn12	-4.8
CC1Cc2[nH][nH]c(=O)c2C(C2CC2)O1 (centres undefined)	-4.2
O=C(Cc1csc(-c2cccc(F)c2)n1)Nc1cccc(S(=O)(=O)NC2=NCCC2)c1	-1.7
COc1ccc(NC(=S)Nc2ccc3c(c2)c(=O)n(C)n3-c2ccccc2)cc1	-0.8
CCOC(=O)C1=CCC(c2cc3ccccc3[nH]2)NC1 (centres undefined)	-1.6
CC(=O)Nc1ccc(-c2ccnc3c2CC(C(=O)Nc2ccc4c(c2)OCO4)O3)cc1 (centres undefined)	-6.9
CNC(=O)C1(C)CCN1C(=O)Cc1ccc(C(C)C)cc1 (centres undefined)	2.4
COc1ccc(Cl)cc1-c1cc(C(=O)NC2CCCCC2)[nH]n1	-1.2
C=C1C(=O)C23C(O)C1CCC2C12COC3(O)C(O)C1C(C)(C)CCC2O (centres undefined)	-1.4
Cc1cc(/C=C(\C#N)C(=O)OCC(=O)N(C)c2c(N)n(Cc3ccccc3)c(=O)[nH]c2=O)c(C)n1CC(C)C	-1.6

Molecules above that have a cyano group (two):
SMILES	Wnt bcat act
CC1(C(=O)NCCC#N)CCN1C(=O)C1(c2ccccc2)CC1 (centres undefined)	-2.1
Cc1cc(/C=C(\C#N)C(=O)OCC(=O)N(C)c2c(N)n(Cc3ccccc3)c(=O)[nH]c2=O)c(C)n1CC(C)C	-1.6

Remaining list, next part:
SMILES	Wnt bcat act
COC(=O)N(C)C[C@H]1OCc2cn(nn2)CCCC(=O)N([C@@H](C)CO)C[C@@H]1C	2.1
O=C(c1ccco1)N1CCN(C(=O)c2[nH]c(C(F)(F)F)nc2-c2ccccc2)CC1	2.0
OCc1ccccc1OCc1ccccc1	-1.5
CCCS(=O)(=O)N1CCN(S(=O)(=O)c2ccccc2[N+](=O)[O-])CC1	-1.5
CCCCCCCCN1C(=O)[C@H](CC(=O)NCc2ccccc2)C[C@@]2(C(=O)OC)CC(C)(C)CC=C12	-0.6
CCN(CC)C(=O)C1=C(C)N(Cc2ccc(OC)cc2)C(=O)C(CC(=O)NCc2cccc3ccccc23)C1 (centres undefined)	-0.9
N#Cc1ccc(-c2csc(-c3ccno3)n2)cc1	-0.9
COCCN1C(=O)CN(S(C)(=O)=O)CC1(C)C(=O)Nc1ccc2c(c1)OCCO2 (centres undefined)	0.1
S=c1[nH]nc(-c2ccncc2)n1/N=C/c1cccc(Cl)c1	-1.0
CC1(C(=O)NS(=O)(=O)c2ccccc2C(F)(F)F)CCN1C(=O)c1cccc(F)c1 (centres undefined)	-0.5
CC(C)NC(=O)c1cc(C2CCCCN2S(=O)(=O)c2cccc3cccnc23)on1 (centres undefined)	-0.4
CCCc1c(C(=O)N/N=C/c2ccc3c(c2)OCO3)nnn1-c1nonc1N	5.0
O[C@@H]1C[C@H](c2ccccc2)N(CC2CCCCC2)C[C@H]1n1cc(C2CC2)nn1	-1.2
CC(O)(c1ccc(F)c(F)c1)c1nc(-c2cccc3cccnc23)cs1 (centres undefined)	-4.0
COc1ccc(C(C(=O)Nc2c(C)cccc2C)N2CCN(c3ccc(C)cc3)CC2)cc1 (centres undefined)	-4.3
O=C(CCCCC(=O)NN=Cc1ccc2c(c1)CCC2)NN=Cc1ccc2c(c1)CCC2	-1.5
